ROC1-CUL1 inh = human ROC1-CUL1 E3 ligase inhibition; hit rate 0.6% among 140,000; in vitro K48 di-Ub FRET, acceptor:donor ratio, 45 min; inhibition, % at 10 µM; AID 1347404; in the data active = inhibition above about 25%
Target sequence (P62877 whole entry, looked up): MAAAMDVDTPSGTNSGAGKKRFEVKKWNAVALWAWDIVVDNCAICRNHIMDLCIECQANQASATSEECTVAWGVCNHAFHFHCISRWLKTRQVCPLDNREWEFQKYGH
Target sequence (Q13616 whole entry, looked up): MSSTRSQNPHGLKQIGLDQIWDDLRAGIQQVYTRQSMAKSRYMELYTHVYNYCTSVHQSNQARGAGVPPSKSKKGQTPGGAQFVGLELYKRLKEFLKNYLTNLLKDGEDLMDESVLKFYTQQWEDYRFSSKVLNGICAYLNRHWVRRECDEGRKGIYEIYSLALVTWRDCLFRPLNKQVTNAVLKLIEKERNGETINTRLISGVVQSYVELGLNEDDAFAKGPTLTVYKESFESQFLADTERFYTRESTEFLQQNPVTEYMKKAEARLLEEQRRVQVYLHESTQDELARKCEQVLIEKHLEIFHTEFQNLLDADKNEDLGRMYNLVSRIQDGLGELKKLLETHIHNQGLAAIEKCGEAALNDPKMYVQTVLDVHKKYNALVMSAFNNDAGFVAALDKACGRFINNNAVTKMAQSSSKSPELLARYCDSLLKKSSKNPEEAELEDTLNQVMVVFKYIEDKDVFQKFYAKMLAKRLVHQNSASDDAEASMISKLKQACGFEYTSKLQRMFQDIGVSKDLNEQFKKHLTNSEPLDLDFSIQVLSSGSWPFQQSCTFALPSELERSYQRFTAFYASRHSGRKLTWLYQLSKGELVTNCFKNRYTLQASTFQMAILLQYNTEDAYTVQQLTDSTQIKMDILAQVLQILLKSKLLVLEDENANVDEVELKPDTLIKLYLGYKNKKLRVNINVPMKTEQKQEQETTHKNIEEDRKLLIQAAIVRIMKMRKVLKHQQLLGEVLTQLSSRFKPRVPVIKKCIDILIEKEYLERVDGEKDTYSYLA
The depositor's hits bear a star. These rows are one share of the data. The share of hits here may be higher or lower than overall.

ROC1-CUL1 inh,SMILES
6.0,CCN(CC)C(=O)CCSc1nnc(-c2ccco2)o1
11.2,Cc1ccc(OC(C)C(=O)Nc2cc(C)ccn2)cc1 (stereo unspecified)
-14.0,O=C(COc1ccc(Cl)cc1)Oc1ccc(Cl)cc1
-4.4,CC(C)c1ccc(NC(=O)C2CCCN(S(=O)(=O)c3cccc4nonc34)C2)cc1 (stereo unspecified)
-1.3,Cc1cc(OC(=O)c2ccccc2Br)cc(=O)n1C
-0.4,Cc1oc(-c2ccccc2NC(=O)c2ccccc2)nc1CNC(=O)c1cnn(Cc2ccccc2)c1
-2.1,COc1ccc(NC(=O)COc2ccc(Cl)cc2)cc1OC
-11.0,CC(=O)c1ccc(NC(=O)CC(c2cccs2)N2Cc3ccccc3C2=O)cc1 (stereo unspecified)
1.1,O=C(Cn1cc(C=C2C(=O)OC(c3ccccc3)OC2=O)c2ccccc21)Nc1ccccc1 (stereo unspecified)
-5.6,CC(=O)Nc1ccc(NC(=O)CCNS(=O)(=O)c2cccc3nsnc23)cc1
-7.0,COc1ccc(N2C(=O)CN(C(=O)c3ncc(C)[nH]3)CC2(C)C)cc1
1.2,CSCCC(=O)N1CCCC(CO)(CCOc2ccccc2)C1 (stereo unspecified)
5.8,Cc1cnnn1-c1ccc(NC(=O)c2cccs2)cc1
0.0,CC(C)(C)c1ccc(/C=C2/SC(=O)N(CN3CCCCC3)C2=O)cc1
-22.1,Brc1ccc(-c2csc(-c3ccccc3)n2)cc1
-3.2,CCCOc1ccc2ccccc2c1/C=C1/SC(=Nc2ccc(C)cc2C)NC1=O
1.2,CCOc1ccc(/C=C2\SC(=Nc3ccccc3C)N(c3ccccc3C)C2=O)cc1
6.3,CC(C)CC(=O)N1CCN(c2ccc(NC(=O)c3ccc(F)cc3)cc2)CC1
1.8,COc1nc(SC)nc(Cl)c1Cc1ccc(OC(C)C)cc1
1.5,COC(=O)c1cc(C)nc2c1c(=O)nc(SCc1cccc(C(F)(F)F)c1)n2C1CC1
2.0,COc1ccc(CNCc2cccc(F)c2)c(OCC(O)CN2CCN(C)CC2)c1 (stereo unspecified)
1.8,O=C(N/N=C/c1ccc2c(c1)OCO2)c1cncc(Br)c1
0.0,Cc1ccccc1NC(=O)c1ccc2[nH]c(C)c(C)c2c1
-1.4,COC(=O)C(C=NCCc1c[nH]c2ccccc12)[N+](=O)[O-] (stereo unspecified)
10.2,O=C(O)CCCC(=O)N1CCN(c2nc(-c3ccccc3)c3cc(Br)ccc3n2)CC1

Shown bar-delimited: entries from further up
smiles | ROC1-CUL1 inh
O=C(Cn1cc(C=C2C(=O)OC(c3ccccc3)OC2=O)c2ccccc21)Nc1ccccc1 (stereo unspecified) | 1.1
CC(=O)Nc1ccc(NC(=O)CCNS(=O)(=O)c2cccc3nsnc23)cc1 | -5.6
COc1ccc(N2C(=O)CN(C(=O)c3ncc(C)[nH]3)CC2(C)C)cc1 | -7.0
CSCCC(=O)N1CCCC(CO)(CCOc2ccccc2)C1 (stereo unspecified) | 1.2
Cc1cnnn1-c1ccc(NC(=O)c2cccs2)cc1 | 5.8

Continued.
ROC1-CUL1 inh,SMILES
7.8,NS(=O)(=O)c1ccc(N=C2NC(=O)C(CC(=O)Nc3ccccc3)S2)cc1 (stereo unspecified)
-3.2,CCCN(CCC)C(=O)Cn1c(=O)n(CCCCCC(=O)NCc2ccc3c(c2)OCO3)c(=O)c2sccc21
2.6,C=CCC(=O)N1CCC(N2CCCC(C(=O)NCCc3ccccc3)C2)CC1 (stereo unspecified)
-2.7,Nc1ccccc1C(=O)N1CCCC1
-10.1,COc1ccc(-c2cc3ccc(OC)cc3s2)cc1
-2.4,N#CC1C(=N)OC2=C(C(=O)CCC2)C1c1ccccc1C(F)(F)F (stereo unspecified)
10.3,Cc1cc(Sc2n[nH]c(C)n2)n2ncnc2n1
2.0,CCn1c(C)c(C)c2cc(C(=O)NCc3ccc(N(C)C)cc3)ccc21
-1.9,COCCCNC(=O)c1cc(-c2ccc(OC)cc2)nc2n[nH]c(-c3ccc(Cl)cc3)c12
25.4*,O=C(COc1cccc2ccccc12)Nc1ccc(Cl)cc1C(=O)O
0.9,Cc1ccc(-n2nc(C)c3c(C(=O)NCc4ccc(F)cc4)cc(C)nc32)cc1
-1.2,CC1CCN(CC(=O)N2CCc3ccccc32)CC1
-3.6,CC(=O)Cn1nc([N+](=O)[O-])nc1Br
-14.4,COc1ccc(-c2csc(N3N=C(C)C(N=Nc4cccc(O)c4)C3=O)n2)cc1 (stereo unspecified)
3.7,O=C(Nc1ccccc1OCc1cc(=O)n2ccccc2n1)Nc1ccccc1C(F)(F)F
4.0,Cc1nc(SCc2ccncc2)nc2c1CCCC2
11.2,COc1cc(C(=O)Nc2ccc(OCc3cc(=O)n4ccc(C)cc4n3)cc2)cc(OC)c1OC
6.8,CCn1c(=O)c2c(nc3n2CCN3c2cc(C)ccc2C)n(C)c1=O
-0.8,CCCCCOc1ccc([N+](=O)[O-])cc1N
11.6,CCS(=O)(=O)c1ncc(CN(C)C)n1Cc1ccccc1
4.5,CSCCNC(=O)C1CCC(=O)N(C2CCCCCC2)C1 (stereo unspecified)
1.9,N#Cc1ncnnc1-c1ccc(F)cc1
-3.2,CC(=O)ONc1cccc([N+](=O)[O-])c1
-1.2,Cc1nn(-c2ccccc2)c2c1N(CCCC(=O)NCc1ccc(Cl)cc1)C(=O)CS2
4.6,CC(C)CC(=O)Nc1nnc(S(=O)(=O)N2CCc3ccccc32)s1

Seven records picked at random from those above:
ROC1-CUL1 inh,SMILES
-0.8,CCCCCOc1ccc([N+](=O)[O-])cc1N
-7.0,COc1ccc(N2C(=O)CN(C(=O)c3ncc(C)[nH]3)CC2(C)C)cc1
-0.4,Cc1oc(-c2ccccc2NC(=O)c2ccccc2)nc1CNC(=O)c1cnn(Cc2ccccc2)c1
1.9,N#Cc1ncnnc1-c1ccc(F)cc1
25.4*,O=C(COc1cccc2ccccc12)Nc1ccc(Cl)cc1C(=O)O
-4.4,CC(C)c1ccc(NC(=O)C2CCCN(S(=O)(=O)c3cccc4nonc34)C2)cc1 (stereo unspecified)
-1.3,Cc1cc(OC(=O)c2ccccc2Br)cc(=O)n1C

Other entries
ROC1-CUL1 inh,SMILES
-3.3,Cc1ccc(-c2[nH]nc3c2C(c2ccc(C(C)(C)C)cc2)C(C#N)C(=N)O3)cc1C (stereo unspecified)
5.0,CCc1ccccc1N(C)C(=O)c1cc2c(Cl)nc3ccc(C)cc3c2s1
2.4,CC(C)CCOc1ccc(CC(=O)O)cc1
2.5,Cc1ccc(OCC(=O)c2ccc(F)cc2)cc1C
-0.1,C=CCNC(=O)Cc1c(OC)ccc2cc(Br)ccc12
-1.6,NC(=O)c1ccc(C2CCCN2C(=O)Cn2cnc3ccccc3c2=O)s1 (stereo unspecified)
1.8,O=[N+]([O-])c1cccnc1Sc1ncccc1O
4.2,CCOc1ccccc1NC(=O)Cn1c(=O)oc2ccccc21
0.8,CCNC(=O)c1cnc2sc3c(n2c1=O)CCCC3
-6.7,Cc1ccc(C(C)C)c(OCC(=O)Nc2cc(-c3nc4ccccc4[nH]3)ccc2C)c1
-1.3,O=C(Nc1cccc(OC(F)(F)F)c1)c1cccc(OCc2ccccc2)c1
-7.9,CCOC(=O)N1CCN(Cn2nc(-c3cccc(OC)c3)n(C)c2=S)CC1
-13.6,CN(C)C1(C(=O)NC(C2CC2)C2CC2)Cc2ccccc2C1
6.7,O=C(NN1c2ccccc2CCc2ccccc21)c1cccc(I)c1
4.0,Cc1cc(C(=O)Nc2ccccc2C(C)(C)C)no1
0.4,COc1ccc(C2C(C(=O)Nc3ccc(F)cc3)C(C)=Nc3nc(-c4cccs4)nn32)c(OC)c1 (stereo unspecified)
1.0,CCCCOc1ccc(C(=O)Nc2cccc(-c3cc4ccccc4oc3=O)c2)cc1
1.2,CCSC1C(=O)C=NN(C2CCCCC2)C1=O (stereo unspecified)
-1.4,Cc1ccccc1CNC(=O)CN(c1cccc(C)c1C)S(C)(=O)=O
-7.4,Cc1ccc(C(=O)C(OC(=O)c2ccccc2C)c2ccccc2)cc1 (stereo unspecified)
0.2,Cc1cc(C)n(-c2nc3cc(Cl)ccc3nc2N2CCN(c3ccccc3F)CC2)n1
6.5,O=C(NC1=NC2=C(CCCC2)C2(CCCCC2)S1)Nc1ccc(Cl)c(Cl)c1
5.4,COc1ccc(OC)c(C(=O)CC2(O)C(=O)N(Cc3ccccc3C)c3ccccc32)c1 (stereo unspecified)
2.5,CCOc1ccc(CCNC(=O)c2cnc3sc(N4CCCC4)nn3c2=O)cc1
5.8,Cc1cccc(N2CCN(C(=O)C3CCN(S(=O)(=O)c4c(C)noc4/C=C/c4ccccc4F)CC3)CC2C)c1 (stereo unspecified)

Other results:
ROC1-CUL1 inh,SMILES
-15.4,CCOC(=O)C1=C(C)OC(=N)C(C#N)C1c1sc(Cl)cc1Cl (stereo unspecified)
4.0,Cc1cccc(-n2nc(C(=O)Nc3ccccc3)n3c4ccccc4nc23)c1
12.7,Cc1nnsc1C(=O)Nc1cc(F)cc(F)c1
-0.7,CCC(NC(=O)c1cc(COc2cccc3cnccc23)on1)c1ccncc1 (stereo unspecified)
-1.0,COCCn1c(=O)c2c(nc3n2CCCN3C2CCCCC2)n(C)c1=O
-1.5,COCc1noc(-c2ccc(NC(C)c3cccs3)nc2)n1 (stereo unspecified)
-5.7,COc1cc(CN2CCCC(CO)(Cc3cccc(Cl)c3)C2)cc2c1OCO2 (stereo unspecified)
6.7,CCOC(=O)c1c(C)n(-c2ccccc2)c2cc(Br)c(O)c(N)c12
-5.4,Cc1cccc(-n2ncc(C(=O)NCc3ccco3)c2C2CCN(C(=O)OC(C)(C)C)CC2)c1
4.4,CCCN1C(=O)C(Cc2nc3ccccc3c(=O)n2-c2cccc(C)c2)c2ccccc21 (stereo unspecified)
13.8,CC(=O)Oc1ccc2c([N+](=O)[O-])c(CSC(=Nc3ccccc3)Nc3ccccc3)n(-c3ccccc3)c2c1
10.6,O=C(CCCCNS(=O)(=O)c1ccccc1)NCCSc1ccccc1
-3.0,CCOC(=O)c1c(-c2ccc(OC)cc2)csc1NC(=O)CSc1nnnn1-c1ccccc1
-0.5,CCCCNC(=O)c1nnn(-c2ccc(C)cc2)c1C
7.9,COc1ccc(C(=O)N/N=C/c2cccc(Cl)c2)cc1
2.1,CSCc1ccc(C(=O)N2CCCC(Nc3ccc4c(c3)OCCO4)C2)o1 (stereo unspecified)
-1.0,COc1ccc(CNC(=O)CCc2c(C)nn(-c3ccc(N4CCCCC4)nn3)c2C)c(OC)c1
3.0,CC(=O)Nc1ccc(NS(=O)(=O)c2c(C(=O)N3CCCCCC3)c(C)n(C)c2C)cc1
-1.0,CCC(C)C(=O)Nc1ccccc1C(=O)OC (stereo unspecified)
-11.2,Cc1ccc(F)cc1NC(=O)c1sc2nc(-c3ccc(F)cc3)ccc2c1N
4.9,CC[C@H](C)NC(=O)CCCc1nnc2n(CCC(C)C)c(=O)c3sccc3n12
-7.5,Nc1c(C(=O)Nc2ccc(N3CCOCC3)c(Cl)c2)sc2ncccc12
-15.7,Cc1nn2c(C)c(C(=O)NCC(C)c3ccccc3)cnc2c1-c1ccccc1 (stereo unspecified)
0.3,COc1ccc2c(CNC3CCC(C)CC3)c(C(=O)O)n(Cc3ccccc3)c2c1 (stereo unspecified)
0.8,CCn1ccc2cc(S(=O)(=O)N3CCC(C(=O)NCCOC)CC3)ccc21

(further entries)
ROC1-CUL1 inh,SMILES
-8.7,C=CCSc1nnc(-c2nnc(SCC=C)n2CC)n1CC
4.7,CN1C/C(=C\c2ccc(Cl)cc2)C2=NN(C)C(c3ccc(Cl)cc3)C2C1 (stereo unspecified)
-1.0,CCOC(=O)c1sc2c(sc3cccc(C)c32)c1C
0.6,CC(=O)c1ccccc1OC(=O)c1ccc(Br)o1
9.3,CN(Cc1nccs1)C(=O)c1ccc2nc(C3CC3)oc2c1
73.2*,CCOc1cc(/C=C2\C(=O)NN(c3ccc(Cl)cc3)C2=O)c(Br)c(Br)c1O
-0.4,CCOc1ccc(CCNC(=O)CCc2cn(Cc3ccccc3F)c3ccccc23)cc1OCC
-3.7,COc1ccc2c(c1)OC(C)CN(CC(=O)N1CCC(c3nc4ccccc4o3)CC1)C2 (stereo unspecified)
3.8,Cc1c(NC(=O)c2ccc(OC(C)C)cc2)cccc1-c1nc2ncccc2o1
2.8,O=C(Nc1nnc2n1CCS2)c1cc(C(F)(F)F)cc(C(F)(F)F)c1
0.2,CCOC(=O)C(C)Sc1nc(-c2ccccc2)ccc1C#N (stereo unspecified)
8.6,O=C(c1ccc(-c2cccc(-c3ccn[nH]3)c2)nc1)N1CCOCC1
4.6,CCCCn1c(N=Cc2c(O)c([N+](=O)[O-])cc3oc4c(c23)CCCC4)nc2ccccc21
-11.2,CC1CCN(S(=O)(=O)c2ccc3c(ccn3CC(=O)NCc3ccc(N(C)C)cc3)c2)CC1
1.6,Cc1ccc(-n2nc(C(=O)N3CCCCC3C)c(=O)n(C)c2=O)cc1 (stereo unspecified)
-3.4,NS(=O)(=O)c1ccc(NC(=S)N2CCN(c3ccccc3)CC2)cc1
-4.6,N#CC1C(=N)Oc2cc3c(cc2C1c1ccccc1OCc1ccccc1Cl)OCO3 (stereo unspecified)
-8.7,Cc1cc(C)cc(N=CC2C(=O)CC(c3ccccc3)CC2=O)c1 (stereo unspecified)
0.3,O=C(NCCC1=CCCCC1)c1ccc2c(c1)N(Cc1ccccc1F)C(=O)c1ccccc1S2=O (stereo unspecified)
-7.0,CCc1cccc(NC(=O)C2CCN(C(=O)c3cnn(-c4ccccc4)c3-n3cccc3)CC2)c1
4.9,Cn1ccnc1CN1CCCC(CCc2cccc(F)c2)C1 (stereo unspecified)
-3.7,COc1cccc(N2CC(NC(=O)c3ccc(S(=O)(=O)N4CCOCC4)cc3)CC2=O)c1 (stereo unspecified)
-2.2,CN(CC(=O)Nc1cccc(F)c1)S(=O)(=O)c1ccc2c(c1)n(C)c(=O)c(=O)n2C
3.2,CCCNC1=C(C(=O)Nc2ccccc2)S(=O)(=O)c2ccccc21
-2.2,CC(=O)c1c(N2CCN(c3ccc(F)cc3)CC2)nc(=S)n(-c2ccccc2)c1C
-0.6,Cc1ccc(N=C2C(=O)N(C)c3cccc4c3C2c2ccccc2C4=O)cc1 (stereo unspecified)

High-throughput results: PubChem BioAssay, Icahn School of Medicine at Mount Sinai
